Compound activity deposited in PubChem BioAssay by several laboratories.
BAP1 block = inhibitors of BAP1 deubiquitinase, primary screen, biochemical, Ub-AMC fluorescence, kinetic; AID 436, 2006; hit rate 0.48% among 72,000; recombinant BAP1, Ub-AMC hydrolysis fluorescence kinetic; active compounds read low; activity remaining (% of control), % at 20 µM;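 active = activity remaining at or below 50% of control, provided the compound also passes the data quality filters; inactive = the rest, including low values that fail the filters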;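 note: 100% = DMSO wells rate and 0% = substrate alone blank rate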
Target sequence (Q92560 whole entry, looked up): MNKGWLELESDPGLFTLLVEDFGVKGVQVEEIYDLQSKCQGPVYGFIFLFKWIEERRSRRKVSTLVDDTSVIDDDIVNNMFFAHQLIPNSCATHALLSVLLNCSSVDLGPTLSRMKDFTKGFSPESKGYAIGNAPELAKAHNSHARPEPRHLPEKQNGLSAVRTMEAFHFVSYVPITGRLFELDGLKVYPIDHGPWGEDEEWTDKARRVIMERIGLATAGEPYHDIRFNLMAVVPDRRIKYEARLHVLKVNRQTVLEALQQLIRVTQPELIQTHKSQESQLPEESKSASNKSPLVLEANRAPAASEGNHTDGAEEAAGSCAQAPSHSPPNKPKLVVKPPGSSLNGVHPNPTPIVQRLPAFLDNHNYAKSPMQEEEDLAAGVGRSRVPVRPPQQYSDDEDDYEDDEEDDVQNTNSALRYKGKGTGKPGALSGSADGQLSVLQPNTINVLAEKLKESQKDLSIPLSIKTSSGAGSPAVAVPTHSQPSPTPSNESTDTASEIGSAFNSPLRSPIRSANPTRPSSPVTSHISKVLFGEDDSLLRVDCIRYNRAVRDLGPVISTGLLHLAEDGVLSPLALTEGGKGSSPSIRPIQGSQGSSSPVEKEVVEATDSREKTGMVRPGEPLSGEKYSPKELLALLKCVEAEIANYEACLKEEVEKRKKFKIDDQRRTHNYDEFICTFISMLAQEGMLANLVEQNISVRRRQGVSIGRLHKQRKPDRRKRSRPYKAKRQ
HePTP inhibitor = inhibitors of human HePTP phosphatase, primary screen, biochemical, absorbance, leukemia target | recombinant HePTP phosphatase activity, OD absorbance | inhibition, % at 20 µM | Tyrosine-protein phosphatase non-receptor type 7 (Homo sapiens), P35236 | hit rate 0.64% among 110,000; in the data active = inhibition above about 50%;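 note: plate controls were vehicle for no effect and reference inhibitor for full effect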
Target sequence (P35236 whole entry, looked up): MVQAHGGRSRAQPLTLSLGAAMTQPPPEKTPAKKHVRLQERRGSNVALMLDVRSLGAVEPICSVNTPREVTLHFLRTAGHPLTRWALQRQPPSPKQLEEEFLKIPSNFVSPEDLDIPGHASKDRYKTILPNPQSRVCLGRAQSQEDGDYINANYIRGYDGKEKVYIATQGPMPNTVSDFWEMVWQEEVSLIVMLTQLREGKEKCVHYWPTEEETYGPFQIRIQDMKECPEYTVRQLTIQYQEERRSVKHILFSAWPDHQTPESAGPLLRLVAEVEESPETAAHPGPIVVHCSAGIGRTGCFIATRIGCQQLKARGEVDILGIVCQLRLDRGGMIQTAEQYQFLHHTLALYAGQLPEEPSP
Starred values were filed as active, the others as inactive; x = no result given; & = joins results of further samples.

SMILES	HePTP inhibitor	BAP1 block
CCOC(=O)C1=C(C)N=c2s/c(=C\c3ccc(N(C)C)o3)c(=O)n2C1c1ccc(F)cc1 (configuration not stated)	-5	x
Cc1cccc(-c2nnc(SCC#N)n2-c2cccc(Cl)c2)c1	6	113
CS(=O)(=O)N(CC(=O)NC1CC1)c1ccc(Cl)cc1	1	x
COC(=O)c1[nH]c2cccc(OC)c2c1NC(=O)CCN1CCN(c2cccc(Cl)c2)CC1	1	114
CC(=O)c1ccc(NC(=S)Nc2ccccc2)cc1	-1	x
O=C(OCC(=O)c1cccs1)C1=COCCO1	2	111
O=C(/C=C/c1ccccc1OC(=O)c1cccnc1)c1ccccc1	6	x
O=C1CCCC2=C1C(c1ccc3c(c1)OCO3)Nc1ccc3ccccc3c12 (configuration not stated)	-9	x

Later entries.
SMILES	HePTP inhibitor	BAP1 block
CN(C)c1ccc(C=Nc2ccccc2C(N)=O)cc1	12	81
O=C(c1cccs1)n1cc(C(=S)N2CCOCC2)c2ccccc21	4	x
CCCN1C(=O)/C(=C\c2nc3ccccc3c(=O)n2C)c2cc(Br)ccc21	-12	x
N#Cc1c(-c2ccccc2)nc(N2CCOCC2)[nH]c1=O	x	98
CCCc1nc(NC(C)=O)c(C#N)c(-c2ccco2)c1CC	5	101
CC(C)(O)C#Cc1ccc(C2C3=C(CC(C)(C)CC3=O)OC3=C2C(=O)CC(C)(C)C3)cc1	2	x
CSc1ccc(CN2CCN(Cc3c[nH]c4ccccc34)CC2)cc1	x	95
CC1C=Cc2ccccc2N1C(=O)c1ccccc1 (configuration not stated)	0	111

Following part.
SMILES	HePTP inhibitor	BAP1 block
O=C(NCCC1=CCCCC1)c1ccc(Cl)c(S(=O)(=O)N2CCOCC2)c1	4	95
CC(=O)C1=C(N2CCOCC2)CC(C)(C)CC1=O	-4	x
O=C(Nc1ccc2c(c1)OCCO2)C1CCCN1S(=O)(=O)c1ccc(Cl)cc1 (configuration not stated)	1	89
O=[N+]([O-])c1ccc(-c2nc(NCc3ccccc3)cc(-c3ccccc3)n2)cc1	-2	x
CCOC(=O)C1CCN(C(=S)Nc2ccc(OCC)cc2)CC1	-2	x
NC(=O)CSc1nnc(-c2ccncc2)n1CCc1ccccc1	5	93
COC(=O)C1=C(N)Oc2cc(C)n(CCCn3ccnc3)c(=O)c2C1c1cccc(Cl)c1 (configuration not stated)	5	99
O=C(NCc1ccccn1)C1CCN(S(=O)(=O)c2cnc[nH]2)CC1	9	96

Continued:
SMILES	HePTP inhibitor	BAP1 block
c1ccc(-c2nnc3sc(-c4cc5ccccc5o4)nn23)cc1	4	x
O=C(NCCCn1ccnc1)c1ccccc1[N+](=O)[O-]	-3	x
O=C(Nc1ccc(OC(F)(F)F)cc1)c1nn2c(c1Br)NC(c1cccs1)CC2C(F)(F)F (configuration not stated)	1	x
CSc1nnc2n(-c3ccccc3)c(=O)c3c4c(sc3n12)CC(C(C)(C)C)CC4 (configuration not stated)	3	x
CC(=O)NC(NC(=S)Nc1ccc(C(C)=O)cc1)C(Cl)(Cl)Cl (configuration not stated)	1	x
CC1CC(Nc2ccccc2)c2ccccc2N1C(=O)c1cccc2ccccc12 (configuration not stated)	-15	x
CCOc1ccc(N(CC(=O)Nc2ccccc2CC)S(=O)(=O)c2ccc(SC)cc2)cc1	4	x
Cc1ccc(N2C(=O)CC(NCCc3ccccc3)C2=O)cc1 (configuration not stated)	-4	x

Other results.
SMILES	HePTP inhibitor	BAP1 block
COc1cc(C2C(C#N)=C(N)OC3=C2C(=O)CCC3)cc(OC)c1OC(=O)N1CCOCC1 (configuration not stated)	8	120
CC(=O)c1c(C)[nH]c(C(=O)OCC(=O)Nc2ncc(Cl)c(C)c2Cl)c1C	14	54
CCCOc1cccc(C(=O)Nc2scc(-c3ccc(F)cc3)c2C(=O)OC)c1	10	x
COc1cc2cc(CN(CCN3CCCC3)C(=O)Nc3ccc(F)cc3)c(=O)[nH]c2cc1OC	-2	x
CN1C2CCC1CC(OC(=O)C(CO)c1ccccc1)C2 (configuration not stated)	x	93&90
CCOC(=O)c1c(-c2ccc(OCC)cc2)csc1N	-1	x
Cc1ccc(Cn2nnc3c(=O)n(CC(=O)N4CCN(c5ccccc5)CC4)cnc32)cc1	x	96
COC(=O)c1ccc(NC(=O)CCn2c(=O)oc3ccccc32)cc1	6	101

More entries follow:
SMILES	HePTP inhibitor	BAP1 block
CC(=O)[C@@]1(O)CC[C@H]2[C@@H]3CCC4=CC(=O)CC[C@]4(C)[C@H]3CC[C@@]21C	x	89
Cc1cccc(C)c1NC(=O)c1cc(S(=O)(=O)N2CCOCC2)ccc1F	0	101
O=C(COc1ccc([N+](=O)[O-])cc1)Nc1cc(C(F)(F)F)ccc1Cl	-10	x
CCOC(=O)c1cccc(NC(=O)/C=C/c2ccccc2Cl)c1	-1	x
COc1ccc(OCCN2CCN(C3CC(=O)N(CCC(C)C)C3=O)CC2)cc1 (configuration not stated)	3	x
Cc1c(C#N)c2ncnc(-c3ccccc3)c2n1-c1ccccc1	8&-6	94
O=C(OCC1COc2ccccc2O1)c1ccccc1F (configuration not stated)	9	96
COc1cccc(NC(=O)N2CCCC(C(=O)Nc3ccccc3OC)C2)c1 (configuration not stated)	9	123

(listing goes on)
SMILES	HePTP inhibitor	BAP1 block
N/C(Cc1ccc([N+](=O)[O-])cc1)=N\OC(=O)c1cccc(I)c1	-6	x
CNc1ccc([N+](=O)[O-])cc1N/C=C1\CCc2ccccc2C1=O	104*	x
CCOC(=O)CSc1ccc2nnc(-c3ccccc3)n2n1	0	92
Cc1ccc(C(C)C)c(OCC(=O)Nc2ccc(N3CCN(S(C)(=O)=O)CC3)cc2)c1	0	77
CCOC(=O)C(NC(=O)c1ccc(F)cc1)(Nc1nnc(C)s1)C(F)(F)F (configuration not stated)	-4	111
COc1cccc(OC)c1C(=O)Nc1cccc(Oc2ccc3c(c2)C(=O)N(c2ccccc2)C3=O)c1	-10	x
COc1cccc(N2C(=O)C(=O)/C(=C(\O)c3ccccc3)C2c2ccc(Br)cc2)c1 (configuration not stated)	10	x
COc1cc(NC(=O)c2cc(Br)ccc2OC)ccc1NC(=O)c1ccco1	-7	x

A section from further up, as a working copy:
SMILES	HePTP inhibitor	BAP1 block
COc1cc2cc(CN(CCN3CCCC3)C(=O)Nc3ccc(F)cc3)c(=O)[nH]c2cc1OC	-2	x
CN1C2CCC1CC(OC(=O)C(CO)c1ccccc1)C2 (configuration not stated)	x	93&90
CCOC(=O)c1c(-c2ccc(OCC)cc2)csc1N	-1	x
Cc1ccc(Cn2nnc3c(=O)n(CC(=O)N4CCN(c5ccccc5)CC4)cnc32)cc1	x	96
COC(=O)c1ccc(NC(=O)CCn2c(=O)oc3ccccc32)cc1	6	101
CC(=O)[C@@]1(O)CC[C@H]2[C@@H]3CCC4=CC(=O)CC[C@]4(C)[C@H]3CC[C@@]21C	x	89
Cc1cccc(C)c1NC(=O)c1cc(S(=O)(=O)N2CCOCC2)ccc1F	0	101
O=C(COc1ccc([N+](=O)[O-])cc1)Nc1cc(C(F)(F)F)ccc1Cl	-10	x
CCOC(=O)c1cccc(NC(=O)/C=C/c2ccccc2Cl)c1	-1	x
COc1ccc(OCCN2CCN(C3CC(=O)N(CCC(C)C)C3=O)CC2)cc1 (configuration not stated)	3	x
Cc1c(C#N)c2ncnc(-c3ccccc3)c2n1-c1ccccc1	8&-6	94
O=C(OCC1COc2ccccc2O1)c1ccccc1F (configuration not stated)	9	96
COc1cccc(NC(=O)N2CCCC(C(=O)Nc3ccccc3OC)C2)c1 (configuration not stated)	9	123
N/C(Cc1ccc([N+](=O)[O-])cc1)=N\OC(=O)c1cccc(I)c1	-6	x
CNc1ccc([N+](=O)[O-])cc1N/C=C1\CCc2ccccc2C1=O	104*	x
CCOC(=O)CSc1ccc2nnc(-c3ccccc3)n2n1	0	92
Cc1ccc(C(C)C)c(OCC(=O)Nc2ccc(N3CCN(S(C)(=O)=O)CC3)cc2)c1	0	77
CCOC(=O)C(NC(=O)c1ccc(F)cc1)(Nc1nnc(C)s1)C(F)(F)F (configuration not stated)	-4	111

(list continues)
SMILES	HePTP inhibitor	BAP1 block
COc1cccc(C(=O)/C=C/c2ccc(Cl)cc2)c1	2	x
CCC(=O)Nc1ccc(Br)c(Cl)c1	-3	56
CC1(C)CC(NC(=O)CN2CCN(CC(=O)NC3CC(C)(C)NC(C)(C)C3)CC2)CC(C)(C)N1	-8	x
O=C(c1ccco1)N1CCN(C(=O)C2Cc3ccccc3CN2S(=O)(=O)c2ccc(F)cc2)CC1 (configuration not stated)	5	x
O=C(CN1C(=O)c2cccc3cccc1c23)N1CCc2ccccc2C1	x	108
Cc1ccccc1OCC(=O)O/N=C(\N)c1cccnc1	5	x
CCOc1ccc(Cl)cc1/C=C1/SC(=S)N(CC)C1=O	-6	x
CC(C)(C)NC(=O)c1cnn(-c2ccccc2)c1NC(=O)c1ccccc1	6	x

Continued.
SMILES	HePTP inhibitor	BAP1 block
Nn1cnnc1N/N=C/c1cccc(I)c1	-8	x
O=C(COC(=O)c1cccnc1Nc1ccccc1F)NCc1ccc2c(c1)OCO2	7	152
Cc1cc(C)nc(-n2nc(C)cc2NC(=O)COC(=O)CCC(=O)c2cccs2)n1	-1	105
COCCCN1C(=O)C(O)=C(C(=O)c2ccco2)C1c1ccc(Br)cc1 (configuration not stated)	4	62
O=C(Nc1cccc(NC(=O)c2ccc(Cl)cc2Cl)c1)c1cccc([N+](=O)[O-])c1	0	x
Cc1cccc(OCCOCCSc2ncccn2)c1	-6	93
N#CCCN1CCN(C(CNS(=O)(=O)c2ccc(Cl)cc2)c2ccccc2)CC1 (configuration not stated)	7&5	88
O=C(O)c1ccc(Oc2ccc(NC(=O)c3cccc(F)c3)cc2)cc1	8	x

(list continues)
SMILES	HePTP inhibitor	BAP1 block
O=C(Nc1ccc(Cl)cc1Cl)C1CCCO1 (configuration not stated)	2	x
O=C(COc1ccc(F)cc1Br)NCc1ccccn1	12	105
CCCCCCCC/C=C\CCCCCCCC(=O)NCCO	x	91
CC(C)=CC(=O)Nc1ccc2c(c1)OCO2	4	88
CCN(CC)CCCN1C(=O)C(O)=C(C(=O)c2cc3ccccc3o2)C1c1ccccn1 (configuration not stated)	6	63
Cc1ccccc1-c1nc2cc(N)ccc2o1	-2	110
CN1CCN(CCCCOc2ccc(F)cc2)CC1	5	111
COc1ccc(CCNC(=O)c2cc(-c3cccs3)on2)cc1OC	-2	100

Remaining list, next part
SMILES	HePTP inhibitor	BAP1 block
O=C(NCSc1ccncn1)c1ccccc1	-5	101
Cc1cccc(NC(=O)NCCN2C(=O)C3C4C=CC(C4)C3C2=O)c1 (configuration not stated)	0	95
O=C(COC(=O)c1ccc(C#Cc2ccccc2)cc1)c1ccc(Br)cc1	1	x
CC(NC(=O)Cn1cnnn1)C12CC3CC(CC(C3)C1)C2 (configuration not stated)	1	91
CCCCNCCCCCOc1ccccc1C(C)(C)C	-16	x
Oc1ccccc1Nc1nnc(-c2ccccc2)c2ccccc12	-5	72
Cc1ccc(/C(=N\S(=O)(=O)c2cccc([N+](=O)[O-])c2)Nc2ccccc2)cc1	-5	x
COc1ccc(/C=C/c2cc[n+](C)cc2)cc1	-10	x

Following part:
SMILES	HePTP inhibitor	BAP1 block
O=C(N=c1ccccn1O)C(O)(c1ccccc1)c1ccccc1	-9	x
COc1ccc(C2=C/C(=C/c3ccc(OC)c(OC)c3)C(=O)O2)cc1	10	x
COc1ccc(Cn2nnnc2C(c2cccs2)N2CCN(c3ccccc3)CC2)cc1 (configuration not stated)	7	88
CC(=O)Nc1ccccc1NC(=O)c1cccc([N+](=O)[O-])c1	1	x
C=CCNC(=O)CN1CCC(O)(c2ccccc2)CC1	-10	101
O=[N+]([O-])c1cccc2c(Br)[nH]nc12	x	99
O=c1c2c3nc4ccccc4nc3n(/N=C/c3cccs3)c2ncn1-c1ccccc1	7	89
C=CCNC(=O)C1CC(=O)N(c2ccc(Cl)cc2)C1 (configuration not stated)	-1	x

Continuation.
SMILES	HePTP inhibitor	BAP1 block
O=C(O)CCCCN1Cc2ccccc2C1	x	63
CCC(=O)N1CCc2cc(S(=O)(=O)NC(C(=O)N3CCc4ccccc4C3)C(C)C)ccc21 (configuration not stated)	3	90
Cc1ccc(NC(=O)N(CC(C)C)CC(C)C)cc1	x	80
O=C(NCc1ccco1)c1ccccc1Br	-11	102
CCOC(=O)c1sc(NC(=O)C2CCCCC2C(=O)O)nc1C (configuration not stated)	-5	x
COc1cc(OC)c(NS(=O)(=O)c2coc(C(N)=O)c2)cc1Cl	5	101
Cc1cc2nc3s/c(=C/c4cn[nH]c4-c4ccccc4)c(=O)n3c2cc1C	-8	x
COc1ccccc1C1/C(=C(\O)c2ccc([N+](=O)[O-])cc2)C(=O)C(=O)N1CCCCCC(=O)O (configuration not stated)	-12	x

More entries follow.
SMILES	HePTP inhibitor	BAP1 block
COc1cccc2cc(C(=O)Nc3ccc(S(N)(=O)=O)cc3)c(=O)oc12	48	x
CCCCOC(=O)n1c(=O)oc2cc(S(=O)(=O)N3CCCCC3)ccc21	6	104
Cc1ccc(NC2(c3ccc(Cl)cc3)C(=O)c3ccccc3C2=O)cc1	4	x
O=C(Nc1ccccc1)c1cccc(S(=O)(=O)N2CCCc3ccccc32)c1	x	75
COc1cc2c(cc1OC)/C(=C/C(=O)N1CCOCC1)NC(C)(C)C2	2	86
Cc1cc(NC(=O)c2cc3ccccc3oc2=O)ccc1NC(=O)c1ccco1	-5	x
COc1ccc(S(=O)(=O)n2c(CCN3CCOCC3)nc3ccccc32)cc1	5	125
O=C1N=C(N2CCOCC2)S/C1=C\c1ccccc1	7	x
Cc1cc(NC(=O)c2cc(-c3cccs3)nc3ccccc23)no1	8	83
N#Cc1c(NC(=O)CN2CCN(S(=O)(=O)c3ccc4c(c3)OCCO4)CC2)sc2c1CCC2	-7	44*
CCn1nnc(C(=O)O)c1C(=O)O	-9	114
